GPR35 arrestin U2OS = GPR35 antagonists blocking zaprinast-driven arrestin recruitment, primary screen, imaging, U2OS, beta-arrestin-GFP, zaprinast agonist (AID 2058); G-protein coupled receptor 35 (Homo sapiens); U2OS GPR35 beta-arrestin-GFP translocation imaging, zaprinast antagonism; higher % means a stronger effect; one-dose inhibition, % at 10 µM; IC50 in µM for titrated hits; actives 0.052% (n = 290,000);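 active means inhibition of at least 50% with at least 30 cells and total cytoplasm GFP at most 10,000,000; inconclusive means under 30 cells or total GFP of 10,000,000 plus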
SV40 large T antigen = SV40 large T antigen inhibitors, biochemical (AID 1903) | SV40 large T antigen ATPase/helicase inhibition assay; higher % means a stronger effect | inhibition, % at 20 µM; hits with a dose series show IC50 in µM | actives 0.39% (n = 310,000); in the data active means a potency from the dose series; inconclusive means inhibition mostly from about 32% at the one dose, without a potency; inactive means the rest, 99 in 100 with inhibition below about 32%; further: strong numbers were not always called active
NTR1 ag = agonists of NTR1, primary screen, imaging, U2OS cells, beta-arrestin-GFP, high content (AID 493036); Neurotensin receptor type 1 (Homo sapiens), P30989; NTR1-U2OS beta-arrestin-GFP spot imaging, agonist mode; activation, % at 20 µM; actives 0.17% (n = 330,000);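 active means activation at or above 40% of the spot to cytoplasm intensity ratio, with at least 20 cells analyzed; inconclusive means wells under 20 cells, flagged as cytotoxic or low count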;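 further: 0% = DMSO without peptide and 100% = 100 nM NTR1 peptide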
Target sequence (P30989 whole entry, looked up): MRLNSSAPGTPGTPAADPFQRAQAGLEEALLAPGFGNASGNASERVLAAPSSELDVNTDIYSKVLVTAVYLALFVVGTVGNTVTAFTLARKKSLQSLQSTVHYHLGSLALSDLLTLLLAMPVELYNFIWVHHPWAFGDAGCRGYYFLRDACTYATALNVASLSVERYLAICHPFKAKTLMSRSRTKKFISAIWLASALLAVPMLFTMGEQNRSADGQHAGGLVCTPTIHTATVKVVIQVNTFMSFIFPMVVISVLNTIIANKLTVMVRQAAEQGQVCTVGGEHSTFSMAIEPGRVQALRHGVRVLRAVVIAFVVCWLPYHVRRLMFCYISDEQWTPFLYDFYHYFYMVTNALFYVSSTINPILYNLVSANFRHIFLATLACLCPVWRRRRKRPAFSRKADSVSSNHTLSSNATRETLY
GPR55 LPI antagonism = GPR55 antagonists blocking LPI-driven arrestin recruitment, primary screen, imaging, U2OS, beta-arrestin-GFP, LPI agonist (AID 2013); G-protein coupled receptor 55 (Homo sapiens); inhibition, % at 10 µM; hits with a dose series show IC50 in µM; actives 0.13% (n = 290,000); U2OS GPR55 beta-arrestin-GFP translocation imaging, LPI antagonism; higher % means a stronger effect;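 active means spots per cell inhibited over 60%, with over 100 cells counted and total cytoplasm intensity under 500,000; inconclusive means wells with under 100 cells, flagged as likely toxic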;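 further: U2OS cells stably carrying GPR55 and arrestin-GFP stimulated by 5 µM LPI near EC80; imaged beta-arrestin-GFP aggregate spots per cell after agonist stimulation; plate controls were LPI-stimulated DMSO wells for no effect and DMSO wells without LPI for full effect; some results filed as inactive read as strong as hits; confirmed hits need IC50 under 10 µM and bright autofluorescent wells are also inconclusive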
Yfh1-depleted yeast = enhancers of respiration in Yfh1-depleted yeast, dose response, Friedreich's ataxia, plus single-dose screen (AID 1465); actives 0.074% (n = 220,000); S. cerevisiae Yfh1-off respiration, WST-1 reduction, 72 h; higher fold induction means a stronger effect; fold induction at 50 µM; hits with a dose series show EC50 in µM;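 active means fold induction of absorbance versus untreated yeast above a set limit, then at least 30% activation at any dose in follow-up; inconclusive means repeats straddling the limit, or above it without dose testing; inactive means fold induction below the set limit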;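 further: activators that raise dye reduction in frataxin-depleted yeast; strong numbers were not always called active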
Rac1 GTP hydrolysis = MgcRacGAP GTPase-activating activity inhibitors, confirmation, biochemical, ADP Hunter fluorescence; Rac GTPase-activating protein 1 (Homo sapiens); MgcRacGAP-stimulated Rac1 GTP hydrolysis, ADP Hunter fluorescence; higher % means a stronger effect; GST-tagged Rac1 F28L mutant substrate; one-dose inhibition, % at 30 µM; IC50 in µM for titrated hits; actives 0.6% (n = 340,000); AID 624330, 2012;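 active means first-screen hits whose inhibition reached a set limit at any dose in the follow-up dose series; inconclusive means inhibition above the set first-screen limit but never retested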;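 further: fluorescence reports GDP produced by GAP-driven GTP hydrolysis; strong numbers were not always called active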
GPR55 beta-arrestin = GPR55 agonists via beta-arrestin recruitment, primary screen, imaging, U2OS cells, beta-arrestin-GFP redistribution (AID 1961); G-protein coupled receptor 55 (Homo sapiens); U2OS GPR55 beta-arrestin-GFP redistribution imaging; higher % means a stronger effect; activation, % at 10 µM; hits with a dose series show EC50 in µM; actives 0.048% (n = 290,000);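 active means activation above 40% with more than 50 cells counted in the well; inconclusive means wells holding fewer than 50 cells, flagged as toxic or sparse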;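 further: U2OS osteosarcoma cells stably expressing GPR55 and beta-arrestin-GFP; plate controls were DMSO negative control for no effect and LPI positive control for full effect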
AID2073 = inhibitors of Mint1-CaV2.2 protein interaction, biochemical, HTRF (AID 2073). Voltage-dependent N-type calcium channel subunit alpha-1B (Homo sapiens). HTRF protein-protein interaction, Mint1-CaV2.2; higher % means a stronger effect. inhibition, % at 20 µM, or IC50 in µM where a hit was titrated. actives 0.19% (n = 290,000); in the data active means inhibition mostly above about 51%, no sharp cut-off; inconclusive means no clear call, values can overlap the other calls; inactive means mostly below about 53%; further: some results filed as inactive read as strong as hits
Dengue-2 NS5 capping = Dengue-2 NS5 methyltransferase inhibitors, primary screen, biochemical, confirmation dose response (AID 588689). Genome polyprotein (Dengue virus type 2 (strain 16681-PDK53)). Dengue-2 NS5 methyltransferase capping enzyme assay, biochemical; higher % means a stronger effect. inhibition, % at 25 µM, or IC50 in µM where a hit was titrated. actives 0.3% (n = 340,000); in the data active means a potency from the dose series; inconclusive means inhibition above about 29% without an active follow-up result
NTR1 ag cell count 20 µM = also measured in NTR1 ag; calls as there; cell count; measured here: cell count, cytotoxicity flag
Dengue-2 NS5 capping pilot replicate = further read-out of Dengue-2 NS5 capping, marked with its call; inhibition, %; measured here: pilot screen replicate inhibition
* = called active by the depositor; i = inactive; ? = inconclusive; . = no result given; & = joins results of further samples.

SMILES | GPR35 arrestin U2OS | SV40 large T antigen | NTR1 ag | NTR1 ag cell count 20 µM | GPR55 LPI antagonism | Yfh1-depleted yeast | Rac1 GTP hydrolysis | GPR55 beta-arrestin | AID2073 | Dengue-2 NS5 capping | others
Clc1ccc(C#Cc2cccnc2)cc1 | . | 8% | 0.3 | 63 | . | . | 13% | . | . | 8%
CCOc1ccccc1Nc1cc(C)nc2nnnn12 | 18% | 5% | -0.9 | 29 | 62% | i | 4% | -0.1% | -2% | -2%
Cc1nnsc1S(=O)(=O)c1ccccc1 | 10% | 3% | 1.5 | 106 | 5% | . | 8% | -0.1% | -8% | -6%
Cc1ccc(Nc2nc(N3CCOCC3)c3ccccc3n2)cc1 | 7% | 7% | 0.3 | 44 | 18% | i | 14% | 0.4% | 22% | 5%
COCCN1C(=O)N(c2cccc(C)c2)C(=O)C1CC(=O)Nc1ccc(OC)cc1 (stereo not drawn) | 1% | 12% | 0.9 | 78 | -1% | . | 2% | -0.2% | 14% | 2%
CC(NC(=O)c1cccc(S(=O)(=O)N2CCN(C)CC2)c1)c1ccc(Cl)cc1Cl (stereo not drawn) | . | 17% | -0.3 | 43 | . | . | 3% | . | . | -4%
CCOC(=O)c1c(C2CC2)csc1NC(=O)CSCc1c(C)noc1C | 4% | 13% | 2.4 | 57 | 21% | i | 9% | 0.0% | 2% | -3%
CCN(CC)CCNC(=O)c1cn(-c2ccccc2)nc1-c1cccs1 | -3% | 13% | -1.5 | 99 | 2% | . | 7% | -0.1% | 12% | -2%
CSc1ccc(C2C(C(=O)c3ccco3)=C(O)C(=O)N2c2nnc(SC)s2)cc1 (stereo not drawn) | -8% | 24% | 1.3 | 59 | 8% | . | 13% | -0.1% | -1% | ?
CCN1CCN(Cc2ccc(NC(=O)c3cc(NC(=O)c4cc(C)on4)cc(OC)c3)cc2C(F)(F)F)CC1 | 12% | 19% | 5.8 | 85 | 18% | . | 16%&6% | -0.3% | -6% | -1%&-4%
CSc1nnc(NC(=O)c2ccc3c(c2)OCO3)s1 | -11% | 6% | 0.6 | 62 | 8% | . | 4% | -0.2% | 4% | 2%
O=C(CNC(=O)c1ccco1)Nc1ccc(F)cc1 | -10% | 7% | 2.2 | 68 | 1% | i | 5% | -0.1% | 3% | 1%
Cc1noc2ncc(C(=O)c3cc(F)ccc3O)cc12 | 0% | 6% | -1.8 | 54 | -2% | i | -2% | -0.1% | 7% | -6%
Cc1ccc(N(C(C)C(=O)Nc2ccc(S(=O)(=O)N3CCOCC3)cc2)S(C)(=O)=O)cc1C (stereo not drawn) | -2% | 3% | 0.0 | 38 | 1% | i | 5% | 0.2% | 4% | 2%
Cc1cc(O)cc(O)c1-c1onc(C(F)(F)F)c1-c1cscn1 | -12% | 3% | 2.5 | 38 | 25% | i | 14% | 0.3% | -1% | -6%

Random excerpt: 6 entries already listed, in no set order.
SMILES | GPR35 arrestin U2OS | SV40 large T antigen | NTR1 ag | NTR1 ag cell count 20 µM | GPR55 LPI antagonism | Yfh1-depleted yeast | Rac1 GTP hydrolysis | GPR55 beta-arrestin | AID2073 | Dengue-2 NS5 capping | others
CCOC(=O)c1c(C2CC2)csc1NC(=O)CSCc1c(C)noc1C | 4% | 13% | 2.4 | 57 | 21% | i | 9% | 0.0% | 2% | -3%
CSc1nnc(NC(=O)c2ccc3c(c2)OCO3)s1 | -11% | 6% | 0.6 | 62 | 8% | . | 4% | -0.2% | 4% | 2%
CC(NC(=O)c1cccc(S(=O)(=O)N2CCN(C)CC2)c1)c1ccc(Cl)cc1Cl (stereo not drawn) | . | 17% | -0.3 | 43 | . | . | 3% | . | . | -4%
Cc1cc(O)cc(O)c1-c1onc(C(F)(F)F)c1-c1cscn1 | -12% | 3% | 2.5 | 38 | 25% | i | 14% | 0.3% | -1% | -6%
O=C(CNC(=O)c1ccco1)Nc1ccc(F)cc1 | -10% | 7% | 2.2 | 68 | 1% | i | 5% | -0.1% | 3% | 1%
COCCN1C(=O)N(c2cccc(C)c2)C(=O)C1CC(=O)Nc1ccc(OC)cc1 (stereo not drawn) | 1% | 12% | 0.9 | 78 | -1% | . | 2% | -0.2% | 14% | 2%

Next part
SMILES | GPR35 arrestin U2OS | SV40 large T antigen | NTR1 ag | NTR1 ag cell count 20 µM | GPR55 LPI antagonism | Yfh1-depleted yeast | Rac1 GTP hydrolysis | GPR55 beta-arrestin | AID2073 | Dengue-2 NS5 capping | others
COc1ccccc1CNC(=O)C(CCSC)NC(=O)C1CCC(C)CC1 (stereo not drawn) | 3% | 8% | -1.6 | 88 | -12% | i | 3% | -0.1% | -7% | -2%
c1ccc(-c2noc(-c3ccccc3-c3ccccc3)n2)cc1 | -7% | 22% | 8.8 | 61 | 6.1µM* | i | 7% | -0.1% | 2% | 0%
CCOC(=O)N1CCC(N2C(=O)c3ccccc3C2=O)CC1 | -8% | 4% | -1.7 | 67 | 9% | i | 1% | -0.1% | 3% | 0%
O=C(O)COc1ccc2c3c(c(=O)oc2c1)CCC3 | 12% | 5% | -0.6 | 39 | 7% | i | 3% | 0.2% | 4% | -10%
CCOC(=O)C(NC(=O)CC)(Nc1cc(C)on1)C(F)(F)F (stereo not drawn) | 6% | -2% | 2.3 | 39 | 19% | i | 0% | 0.0% | -9% | 4%
Cc1nnc(NC(=O)CSc2nnc(-c3ccco3)n2C(C)C)s1 | 1% | 7% | -0.2 | 56 | 2% | . | 6% | -0.1% | -4% | 2%
Cn1ccnc1SCC(=O)Nc1ccc(Oc2ccccc2)cc1 | -13% | 19% | 1.6 | 39 | 7% | i | 9% | -0.3% | 0% | -7%
Cc1ccc(CSCCNC(=O)CN(c2cccc([N+](=O)[O-])c2)S(C)(=O)=O)cc1 | -11% | 8% | 0.7 | 33 | 6% | i | 7% | -0.1% | -8% | -3%
COc1cccc(CN2CCN(Cc3ccc(O)c(OC)c3)CC2CCO)c1 (stereo not drawn) | -8% | 13% | 0.5 | 38 | 1% | i | -12% | 0.9% | 8% | -4%
O=C(c1ccc(Cl)c([N+](=O)[O-])c1)N1CCCc2ccccc21 | 8% | 6% | -0.5 | 52 | 17% | . | 11% | -0.1% | 0% | -3%
N#C/C(=C\c1cc(Cl)ccc1O)C(=O)NC1CCCCC1 | 1% | 1% | 0.7 | 63 | -1% | i | 6% | 0.3% | 5% | 6%
CCOCCCNC(=O)C(NC(=O)CNC(=O)c1ccccc1)c1ccc(C)cc1 (stereo not drawn) | -5% | 19% | 0.1 | 86 | -6% | i | 2% | -0.1% | -2% | -2%
COc1ccc(OC)c(C=Nc2ccccc2-c2nc3ccccc3[nH]2)c1 | -8% | 18% | 2.6 | 65 | -2% | i | 9% | 0.5% | 15% | -12%
O=C(CSc1ccccc1)NCc1ccc(F)cc1 | 20% | 2% | -2.7 | 73 | 13% | i | 10% | -0.1% | -8% | -3%
CC(=O)Nc1sc(C)c(C)c1C(=O)OCC(=O)Nc1cc(S(=O)(=O)N2CCCCC2)ccc1Cl | -4% | 13% | 5.9 | 44 | 0% | i | 0% | 0.3% | 2% | -5%
Cc1cccc(C)c1NC(=O)CN(C)CC(=O)Nc1ccc(F)c(Cl)c1 | -6% | 23% | -0.4 | 60 | -5% | i | 6% | 0.0% | -4% | 3%
C/C(N)=C(/C#N)C(=O)CSc1ncnc2ccccc12 | -1% | 6% | -1.0 | 81 | 2% | i | 1% | -0.2% | -2% | -18%
O=C(CCC(=O)OCC(F)(F)C(F)F)Nc1ccc(F)cc1F | -2% | 12% | -0.2 | 49 | 14% | i | 7% | 0.1% | 1% | -2%
O=C(CC12CC3CC(CC(C3)C1)C2)NCc1ccc(F)cc1 | -2% | 8% | 1.2 | 51 | 8% | . | 3% | -0.1% | -7% | 1%
CCOC(=O)c1cnc(SCC(=O)OCC(=O)NC2CCS(=O)(=O)C2)nc1N (stereo not drawn) | . | -2% | -0.1 | 31 | . | . | 0% | . | . | -11%
COc1ccc2oc(-c3ccccc3)c(C(=O)N3CCOCC3)c2c1 | -15% | -6% | -0.9 | 60 | -6% | i | 0% | 0.3% | -17% | .
CN(C)c1ccc(C2CC(c3cccc(NS(C)(=O)=O)c3)=NN2C(=O)c2ccccc2)cc1 (stereo not drawn) | 11% | 1% | 2.4 | 17 | 6% | i | 10% | -0.2% | 3% | 0%
CC(OC(=O)c1cccc(S(=O)(=O)N2CCCC2)c1)C(=O)NC1CCCCC1C (stereo not drawn) | . | 15% | -0.3 | 60 | . | . | 4% | . | . | 8%
COc1ccc(Cl)cc1N(CC(=O)N1CCC(C)CC1)S(C)(=O)=O | 0% | -2% | 5.2 | 71 | 5% | i | 4% | 0.1% | 12% | -5%
CC(=O)Nc1ccccc1NC(=O)C(F)(F)F | 5% | 3% | -0.8 | 61 | -5% | i | 9% | -0.2% | 1% | 1% | Dengue-2 NS5 capping pilot replicate=-0.2
CC(C)(C)SCCNC(=O)Nc1ccccc1 | . | 10% | -1.0 | 43 | 6% | i | 4% | -0.3% | 1% | -1%
COc1cc(OC)c2c(-c3ccccc3)cc(=O)oc2c1C(CCN1CCN(c2ccccc2)CC1)c1ccc(N(C)C)cc1 (stereo not drawn) | -2% | -3% | -4.2 | 82 | 3% | i | 9% | 0.7% | 26% | 1%
COc1cc(C(=O)N[C@H](C(=O)NC(C)C23CC4CC(CC(C4)C2)C3)C(C)C)cc(OC)c1OC (stereo partly drawn) | 4% | 0% | 1.6 | 62 | 3% | i | 4% | -0.2% | 4% | -5%
COc1ccccc1-n1c(SCC(=O)Nc2cccc(C(=O)O)c2)nnc1-c1ccccc1C | 11% | 5% | 2.0 | 53 | -5% | . | 13% | -0.1% | -2% | 2%

Bioassay records as filed in PubChem BioAssay.
